SRC3 TRFRET art: flags TR-FRET format artefacts in PPARgamma SRC-3 recruitment agonist screen | AID 1048 | TR-FRET artefact counter-screen, PPARgamma/SRC-3 format; active compounds read high | 99,000 tested, 0.39% active | TR-FRET ratio at 8 µM; in the data active means TR-FRET ratio above about 2000; further: inactives centre near 1600; reference of the scale not given here
SRC1 TRFRET art: counter-screen for PPARgamma SRC-1 recruitment agonists: TR-FRET artefact; TR-FRET ratio at 8 µM; 99,000 tested, 0.34% active; TR-FRET detection artefact counter-screen, emission ratio; active compounds read high; AID 1051; in the data active means TR-FRET ratio above about 2300; further: inactives centre near 1800; reference of the scale not given here
* = called active by the depositor.

SMILES	SRC3 TRFRET art	SRC1 TRFRET art
O=C(CC1C(=O)NCCN1CC(c1ccccc1)c1ccccc1)NCCc1cn[nH]c1 (stereo unspecified)	1568	1760
COc1ccc2cnn(-c3ccccc3C)c(=O)c2c1OC	1602	1950
CCOC(=O)c1nnsc1Nc1ccc(C)c(C)c1	1372	1934
c1ccc(CSc2ncnc3sccc23)cc1	1768	1842
O=[N+]([O-])c1ccc(F)cc1OCc1nc(-c2cccs2)no1	1532	1595
CCOC(=O)C1=C(C)OC(N)=C(C#N)C1c1cc(SCC)oc1C (stereo unspecified)	1627	1796
COC(=O)CSc1nc2[nH]ncc2c(=O)[nH]1	1499	1687
O=C(CSC(=S)N1CCSCC1)c1ccccc1	1510	1876
O=c1c2ccc([N+](=O)[O-])cc2ncn1Cc1ccccc1C(F)(F)F	1670	1941
CCc1cc2c(N3CCN(C(=O)c4ccco4)CC3)ncnc2s1	1580	1691
CN1/C(=C\C(=O)C[n+]2cccc(Br)c2)C(C)(C)c2ccccc21	1766	1678
CCc1c(C(=O)NN2C(=O)C3CCCCC3C2=O)csc1C (stereo unspecified)	1598	1657
COc1cc(NC(=S)N2CCN(C(=O)c3ccco3)CC2)c(OC)cc1Cl	1327	1772
CC(C)(C)N(NC(=O)OCc1ccccc1)C(=O)c1ccccc1	1706	1673
NC(=O)N/N=C/c1cn(-c2ccccc2)nc1-c1ccccc1	1571	1832
O=c1c(C(c2nnnn2C2CCCCC2)N2CCCCC2)coc2ccc(Cl)cc12 (stereo unspecified)	1478	1634
Cc1ccccc1C(=O)NCCCc1ccccc1	1663	1717
CC(C)NC(=O)c1ccc(-n2nc(C(F)(F)F)c3c2CCCC3)cc1	1642	1573
Cc1cccc(/C=C\c2nc3ccccc3c(=O)[nH]2)c1	1606	1914
COc1ccc(C(=O)N(CC2CCCO2)C(C(=O)NCCC(C)C)c2ccc(C)cc2)cc1OC (stereo unspecified)	1587	1747
O=C(Cc1csc(-c2ccccc2)n1)NCc1ccco1	1508	1583
CCOc1ccc(/C(CCC(=O)O)=N/NC(=S)NCCc2ccccc2)cc1	1480	1727
O=C(CCNc1ccc(Cl)cc1)c1cccs1	1571	1516
CC1CCCCN1CC(=O)Nc1ccc2c(c1)OC(F)(F)O2 (stereo unspecified)	1492	1660
COc1ccc(-c2nn(CCC(=O)O)cc2/C=C2\SC(N)=NC2=O)cc1OC	1546	1718

Reprinted from the part before: two entries, then new ones.
SMILES	SRC3 TRFRET art	SRC1 TRFRET art
CC1CCCCN1CC(=O)Nc1ccc2c(c1)OC(F)(F)O2 (stereo unspecified)	1492	1660
COc1ccc(-c2nn(CCC(=O)O)cc2/C=C2\SC(N)=NC2=O)cc1OC	1546	1718
CC1(C)C(=O)OC(c2cccn2-c2cccc([N+](=O)[O-])c2)C2(CCCCC2)C1=O (stereo unspecified)	1641	1662
O=C(CSCc1c(F)cccc1Cl)NCc1cccnc1	1659	1764
O=C(Oc1cc(Cl)ccc1Cl)c1ccc(N2CCOCC2)c([N+](=O)[O-])c1	1468	1794
COc1ccc(C)cc1N(CC(N)=O)S(=O)(=O)c1ccc(C)cc1	1681	1788
Cc1[nH]n(-c2ccc(F)cc2)c(=O)c1C=Nc1ccc(S(=O)(=O)N(C)C)cc1	1328	1725
Cc1nn(-c2ccccc2)c2c1C(O)n1c(nc3ccccc31)S2 (stereo unspecified)	1544	1377
COc1cccc(OCC(=O)O)c1	1455	1999
CC(=O)c1ccc(N2Cc3ccccc3C2=NC(=O)c2cccs2)cc1	1635	1857
CC(C)CNc1c(N)n(CC(C)C)c(=O)[nH]c1=O	1698	2085
COc1ccc(CNCCc2ccc(Cl)cc2)cc1OCc1ccccc1	1454	1576
CC(C)(C)N(CC#CCC(O)(c1ccccc1)C1CCCC1)CCO (stereo unspecified)	1533	1659
CCn1c(COc2ccc(C)cc2)nnc1SCC(=O)NNC(=O)c1ccc(OC)cc1	1420	1519
NS(=O)(=O)c1ccc(CCNC(=O)CN2CCC(Cc3ccccc3)CC2)cc1	1658	1640
NNC(=O)c1ccc(CSc2nc3ccccc3s2)cc1	1725	1898
O=C(NCc1cccc(Cl)c1)c1ccc2nc[nH]c2c1	1547	1741
Oc1ccc(C(=S)N2CCN(c3cccc(Cl)c3)CC2)cc1	1790	1875
Cc1cc(C)n2nc(SCCOc3ccccc3F)nc2n1	1575	1707
CC(C(=O)Nc1ccccc1Cl)N(c1ccccc1)S(C)(=O)=O (stereo unspecified)	1608	1810
O=C(N/N=C/c1ccc(F)cc1)c1c(O)c2ccccc2[nH]c1=O	1423	1758
Cc1nnc(SCC(=O)NC23CC4CC(CC(C4)C2)C3)s1	1554	1768
Cc1cc(C)c(S(C)(=O)=O)c(=O)[nH]1	1445	1901
CC(=O)Nc1cc(C(=O)N(C)Cc2ccco2)ccc1Sc1ccc(Cl)cc1	1703	1658
CCN1C(=S)SC(=O)C1=C1C=C(C)N(CCO)C(C)=C1	1753	2088
CCOC(=O)c1csc(NC(=O)Nc2cccc(OC)c2)n1	1316	1497
O=c1c(CN2CCN(c3ccccn3)CC2)coc2ccccc12	1493	1778
Going on with the list:
SMILES	SRC3 TRFRET art	SRC1 TRFRET art
O=C(O)CCN1C(=O)/C(=C/c2cn(-c3ccccc3)nc2-c2cccs2)SC1=S	1566	1674
O=C(N1CCOCC1)N1CCC(n2nnc3ccccc32)CC1	1632	1692
Cc1nn(CC(=O)NC(C)c2ccccc2)c(=O)c2ccccc12 (stereo unspecified)	1629	1890
Cc1ccc(NC(=O)c2ccc3c(c2)[nH]c(=O)n3C(C)C)cc1	1619	1975
CCCn1nnc(NC(=O)/C=C/c2cc(Br)ccc2OC)n1	1723	2056
COc1ccc(CC(=O)Nc2nnc(C(C)(C)C)s2)cc1OC	1442	1580
Cc1cc(N2CCN(C)CC2)nc2ccc(NC(=S)NCc3cccs3)cc12	1542	1912
COC(=O)c1ccccc1C(=O)c1ccc2c(c1)NC(=O)CO2	1530	1754
CC(OC(=O)CC1CC2CCC1C2)C(=O)Nc1ccc(N2CCOCC2)cc1 (stereo unspecified)	1736	1816
CC(C)(C)C(=O)CSc1ncccn1	1532	1927
CS(=O)(=O)c1cnc2c(S(=O)(=O)c3ccccc3)cnn2c1N	1632	1768
CCOC(=O)C1=C(CC)Nc2ccccc2N=C1NC(=O)c1ccc(S(=O)(=O)N2CCOCC2)cc1	1447	1583
N#C/C(=N/Nc1ccc([N+](=O)[O-])cc1)C(=N)N1CCCCC1	1643	1618
COCCN1C(=O)c2oc3ccccc3c(=O)c2C1c1ccc(O)c(OC)c1 (stereo unspecified)	1537	1839
CC(=O)C1=C(O)CC(c2ccccc2)CC1=NCCc1c(C)[nH]c2ccccc12 (stereo unspecified)	1712	1739
Cc1ccc(C(=O)NNC(=O)CSc2nnc(-c3ccccc3)n2Cc2ccccc2)cc1	1669	1961
Clc1ccccc1CN1CCC(Cc2ccccc2)CC1	1464	1682
Cc1ccc(C(=O)NCC2CCCO2)cc1[N+](=O)[O-] (stereo unspecified)	1726	1979
COc1cccc(-n2nnnc2SCC(=O)c2cc(OC)ccc2OC)c1	1629	1615
COc1ccc(C(C)=O)cc1CSc1nncn1C	1533	1880
Cc1c(C#N)sc(C(N)=O)c1C	1689	1787
Cc1cc(NC(=O)COn2nnc3ccc(Cl)cc32)no1	1586	1603
Cc1ccc(NC(=S)N/N=C/c2c(C)nn(-c3ccccc3)c2N2CCCC2)cc1	1479	1604
Cc1ccc2nc(N3CCOCC3)c3nncn3c2c1	1648	1745
O=C(NCC1OCCc2ccccc21)c1ccc(NC(=O)c2ccc(Cl)cc2)cc1 (stereo unspecified)	1661	1968

By substructure: the compounds so far containing a Cl atom.
SMILES	SRC3 TRFRET art	SRC1 TRFRET art
COc1cc(NC(=S)N2CCN(C(=O)c3ccco3)CC2)c(OC)cc1Cl	1327	1772
O=c1c(C(c2nnnn2C2CCCCC2)N2CCCCC2)coc2ccc(Cl)cc12 (stereo unspecified)	1478	1634
O=C(CCNc1ccc(Cl)cc1)c1cccs1	1571	1516
O=C(CSCc1c(F)cccc1Cl)NCc1cccnc1	1659	1764
O=C(Oc1cc(Cl)ccc1Cl)c1ccc(N2CCOCC2)c([N+](=O)[O-])c1	1468	1794
COc1ccc(CNCCc2ccc(Cl)cc2)cc1OCc1ccccc1	1454	1576
O=C(NCc1cccc(Cl)c1)c1ccc2nc[nH]c2c1	1547	1741
Oc1ccc(C(=S)N2CCN(c3cccc(Cl)c3)CC2)cc1	1790	1875
CC(C(=O)Nc1ccccc1Cl)N(c1ccccc1)S(C)(=O)=O (stereo unspecified)	1608	1810
CC(=O)Nc1cc(C(=O)N(C)Cc2ccco2)ccc1Sc1ccc(Cl)cc1	1703	1658
Clc1ccccc1CN1CCC(Cc2ccccc2)CC1	1464	1682
Cc1cc(NC(=O)COn2nnc3ccc(Cl)cc32)no1	1586	1603
O=C(NCC1OCCc2ccccc21)c1ccc(NC(=O)c2ccc(Cl)cc2)cc1 (stereo unspecified)	1661	1968

(more compounds)
SMILES	SRC3 TRFRET art	SRC1 TRFRET art
COc1ccc2c(c1OC)C(=O)OC2Nc1nc(-c2ccc(-c3ccccc3)cc2)cs1 (stereo unspecified)	1603	1370
CCOC(=O)N1CCN(C(=O)c2cn(C)c3ccc(S(=O)(=O)N4CCC(C)CC4)cc3c2=O)CC1	1483	1893
Cc1nnc(SCC(=O)NNC(=O)c2ccco2)n1-c1ccccc1	1486	1596
CC(/C=C/c1ccccc1)=N/NC(=O)c1cc([N+](=O)[O-])cc([N+](=O)[O-])c1	1762	1955
COc1ccc(C2C(C(N)=O)=C(C)Nc3nc(-c4ccccc4Cl)nn32)c(OC)c1 (stereo unspecified)	1665	1705
COC(=O)[C@@]1(Cc2ccc(F)cc2)[C@H]2c3cc(C(=O)N(C)C)n(Cc4ccc(OC)c(OC)c4)c3C[C@H]2CN1C(=O)c1ccccc1	1362	1598
Cc1ccccc1-c1nnn(CC(=O)Nc2ccc3c(c2)OCCO3)n1	1515	1488
CCOc1ccc2ccccc2c1/C=N/NC(=O)CNC(=O)Cc1ccccc1	1612	1737
Cc1nc2nc[nH]n2c(=O)c1NS(=O)(=O)c1ccc(F)cc1	1620	1949
NS(=O)(=O)c1ccc(CCNC(=O)CSc2nnc3ccccn23)cc1	1344	1949
CCOC(=O)Cn1nc(C)c(NC(=O)c2ccc(Cl)c([N+](=O)[O-])c2)c1C	1516	1801
N#Cc1cccn1-c1nccc(-c2cccs2)n1	1626	2182
O=C(c1ccc(-c2cc3ccccc3oc2=O)cc1)N1CCN(c2ccc(Cl)cc2[N+](=O)[O-])CC1	1588	1789
O=C(O)CCCNc1ccc([N+](=O)[O-])c(NCCCC(=O)O)n1	1609	1708
Cc1ccc(OCCNC(=O)/C=C/c2ccco2)cc1C	1296	1924
CC(C)CC(C(=O)OCC(=O)Nc1cccc(Cl)c1)N1C(=O)C2CC=CCC2C1=O (stereo unspecified)	1617	1628
Cc1cc(=O)[nH]c(NN=C2CCC(C(C)(C)C)CC2)n1 (stereo unspecified)	1522	1797
Cc1cccc(Cc2nnc(CCC(=O)N3CCCCC3c3nccs3)o2)c1 (stereo unspecified)	1833	1843
O=C(CCc1nnc(CCC2CCCCC2)o1)NCCc1ccccn1	1399	1843
COc1ccccc1N/C=C/C(=C(C#N)C#N)N(C)C	1564	1588
Cc1cc(C(=O)CN2CCCCC2)c(C)n1-c1ccc(F)cc1	1710	2021
COc1ccc2o/c(=N\O)c(C(=O)Nc3ccc(C)cc3)cc2c1	1596	1726
COC(=O)c1cn(Cc2c(C)cc(C)cc2C)nn1	1597	1761
N#Cc1c2n(c(=S)n(-c3ccccc3)c1=O)CCCCC2	1377	1525
COc1ccc(NC(=O)c2nn(C)c(=O)c3ccccc23)cc1S(=O)(=O)Nc1ccccc1Cl	1510	2005
Next compounds follow.
SMILES	SRC3 TRFRET art	SRC1 TRFRET art
COc1cccc(-c2nnc(SCN3C(=O)c4ccccc4C3=O)n2C)c1	1421	1712
COc1ccc(C(=O)NCc2cn3c(C)csc3n2)cc1OC	1574	1866
COC(=O)c1c(C(=O)OC)c(-c2ccc(Cl)cc2)n2c1CS(=O)(=O)C2	1665	1919
Cc1cc(C(=O)NCC23CC4CC(CC(C4)C2)C3)c(C)o1	1649	1808
C=CCn1c(=O)c2ccccc2n2c(SCC(=O)NCc3cccs3)nnc12	1662	1770
COc1ccccc1-c1cn(C(C)(C)C)nc1C	1495	1783
CCCCNc1c(NC(C)=O)c(=O)oc2ccccc12	1331	1756
COC(=O)c1ccc(OCC(=O)c2ccc(C)c(C)c2)cc1	1359	1557
CCc1c(C(=O)NNC(=S)NCC2CCCO2)csc1C (stereo unspecified)	1618	1800
CCOC(=O)C1CCCN(C(=O)c2cc3ccccc3oc2=O)C1 (stereo unspecified)	1996	1861
O=C(CNC(=O)c1ccc(S(=O)(=O)N2CCCCC2)cc1)N/N=C/c1ccco1	1876	1888
CC1(C)[C@@H](O)CC[C@]2(C)[C@H]3C(=O)C=C4[C@@H]5C[C@@](C)(C(=O)O)CC[C@]5(C)CC[C@@]4(C)[C@]3(C)CC[C@@H]12	1711	1819
CC(=O)CSc1ncnc2scc(-c3ccc(F)cc3)c12	1654	1729
CCOc1ccccc1NC(=O)COC(=O)C(CC)c1ccccc1 (stereo unspecified)	1506	1763
Cc1cccc(NC(=S)NCCc2ccc(F)cc2)c1C	1602	2027
O=S(=O)(c1cccc(-c2nc3n(n2)Cc2ccccc2-3)c1)N1CCCC1	1456	1953
COCCn1c(Cc2ccccc2)nnc1SCC(=O)N1CCOCC1	1678	1797
COc1ccc(C(=O)N2c3ccccc3C=CC2C#N)cc1 (stereo unspecified)	1705	2038
O=C(NC(=S)Nc1ccc(CN2CCCCC2)cc1)c1ccco1	1581	1924
CCC(=O)Nc1sc2c(c1C(N)=O)CCN(C(C)=O)C2	1528	1767
O=C(O)c1ccc(/C=N/Nc2cccc(C(F)(F)F)c2)cc1	1502	1734
CCN(CC)S(=O)(=O)c1cccc(C(=O)c2c(C)cc3ccccn23)c1	1485	1893

Compound activity: PubChem, The Scripps Research Institute Molecular Screening Center

Only part of the results is shown; count on the stated rates, not on these rows.
